# Spn DPM-DC inh – S. pneumoniae DPM-DC inhibition | calls only at 10 µM | AID 556 | purified DPM-DC, PK/LDH coupled NADH fluorescence | hit rate 0.49% among 65,000;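 active means the 320 compounds with the highest percent inhibition in the single-dose primary screen, excluding strongly autofluorescent ones, cut at about 32% in these data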;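 further: kinetic rate of NADH fluorescence loss reporting ADP formed by the decarboxylase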
# PMK inhibit – S. pneumoniae PMK inhibition; purified PMK, PK/LDH-coupled NADH absorbance 340 nm; inhibition, % at 10 µM; hit rate 0.49% among 65,000; AID 539;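 active means top-ranked compounds by inhibition in the single 10 µM screen, taking a fixed number of the strongest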;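 further: 0% = full reaction with DMSO carrier and 100% = background rate without enzyme reaction; no value below 0 was filed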
# Bfl-1 displacement – displacement of Bid BH3 peptide from Bfl-1 – biochemical, fluorescence polarization, FITC-Bid, mouse, primary screen (AID 432); FITC-Bid BH3 peptide fluorescence polarization displacement; higher % means a stronger effect; one-dose displacement, % at 20 µM; IC50 in µM for titrated hits; hit rate 0.02% among 64,000; in the data active means a potency from the dose series; inactive means the rest, 99 in 100 with displacement below about 15%; further: strong numbers were not always called active
# HT1080 cytotoxicity – HT1080 cell viability loss – fluorescence readout (AID 620); HT1080 viability, fluorescence; higher % means a stronger effect; cytotoxicity, % at 10 µM, or EC50 in µM where a hit was titrated; hit rate 0.42% among 87,000;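 further: cells exposed to compound overnight then 4 h with Alamar Blue; 0% = vehicle DMSO and 100% = killing control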
# HPDE-C7K KRASV12 – cytotoxicity in KRAS-transformed pancreatic duct cells, primary screen, cell-based, fluorescence, HTS (AID 431) | HPDE-C7K KRASV12 cells, Alamar Blue viability, 48 h; higher % means a stronger effect | cytotoxicity, % at 10 µM, or EC50 in µM where a hit was titrated | hit rate 1.7% among 63,000;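 active means compounds whose percent cytotoxicity in the single-dose primary screen, scaled between solvent and toxic-drug controls, exceeds 50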;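 further: 0% = DMSO solvent wells and 100% = doxorubicin-treated wells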
# HPDE-C7 viability – cytotoxicity in HPDE-C7 cells, cell-based, fluorescence, HTS (AID 430); HPDE-C7 pancreatic duct cells viability, fluorescence; higher % means a stronger effect; cytotoxicity, % at 10 µM; hits with a dose series show EC50 in µM; hit rate 1.8% among 63,000;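 further: cells exposed to compound for 48 hours before viability readout; 0% = vehicle and 100% = reference cytotoxic drug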
# Spn MK inh – blocks S. pneumoniae mevalonate kinase. purified MK, PK/LDH-coupled NADH absorbance 340 nm. inhibition, % at 10 µM. hit rate 0.48% among 65,000;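 active means ranked among the strongest by inhibition in the single 10 µM screen, a fixed top-ranked set picked for dose follow-up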; further: no value below 0 was filed
# TNAP inhibition – inhibition of tissue-nonspecific alkaline phosphatase – biochemical, luminescent (AID 518); purified TNAP enzyme, luminescent substrate readout; higher % means a stronger effect; inhibition, % at 20 µM, or IC50 in µM where a hit was titrated; hit rate 0.09% among 64,000; in the data active means a potency from the dose series; inactive means the rest, 99 in 100 with inhibition below about 22%;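 further: plate controls were vehicle for no effect and reference inhibitor for full effect; many of its hits are not listed in these tables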
# LYP phosphatase – inhibition of human PTPN22 tyrosine phosphatase – biochemical, DiFMUP fluorescence, recombinant catalytic domain, 10 µM, primary screen (AID 606). 52,000 tested, under 10 active. recombinant LYP catalytic domain, DiFMUP fluorescence; higher % means a stronger effect. one-dose inhibition, % at 10 µM; IC50 in µM for titrated hits;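 active means IC50 under 40 µM in the dose-response test; inactive means IC50 of 40 µM or more, or never dose-tested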
# PMK inhibit pilot replicates – further read-out of PMK inhibit, marked with its call; inhibition, %; measured here: pilot screen replicates
# Spn MK inh pilot replicates – recorded beside Spn MK inh, whose call it bears; inhibition, %; measured here: pilot screen replicates
# Spn DPM-DC inh pilot screen % – second read-out of Spn DPM-DC inh, no call of its own (marks repeat the call); inhibition, %; measured here: pilot screen trials
# * = called active by the depositor; i = inactive; nt = not tested or not shown. Unless noted, no stated cut-off is given here; in the data, active means cytotoxicity above about 50%; inactive means the rest. Not a hit list (roughly 3.6% active in at least one column).
SMILES,Spn DPM-DC inh,PMK inhibit,Bfl-1 displacement,HT1080 cytotoxicity,HPDE-C7K KRASV12,HPDE-C7 viability,Spn MK inh,TNAP inhibition,LYP phosphatase,others
CCn1c2ccccc2c2cc(C3C(C#N)=C(N)OC4=C3C(=O)CC(C)(C)C4)ccc21 (stereo not drawn),i,2,-3%,23%,-11%,-27%,9,11%,nt,
COCCCNC(c1ccccc1)c1ccncc1 (stereo not drawn),i,14,-2%,-9%,10%,0%,9,4%,-1%,
CCOC(=O)c1ncn2c1C(=O)OC2(C)C,i,6,-1%,2%,3%,-5%,13,6%,-2%,
Cn1c(C(=O)N2CCN(c3ccc(F)cc3)CC2)cc2c(=O)n(C)c3ccccc3c21,i,5,0%,3%,13%,12%,0,-2%,12%,
COCCCn1c(CCC(=O)O)ccc1-c1ccc(F)cc1,nt,6,-5%,-3%,15%,-6%,2,15%,-1%,
COc1ccc2c(c1)OC1(C)CC2C(C(=O)c2ccccc2OC)C(=O)N1 (stereo not drawn),i,28*,1%,-5%,-2%,-12%,2,-2%,nt,
Cc1cc(O)cc(O)c1-c1onc(C(F)(F)F)c1-c1cscn1,i,5,2%,-3%,32%,17%,0,13%,-2%,
Cc1ccc(-c2nc3cc(NC(=O)C(C)C)ccc3o2)cc1C,nt,12,-8%,4%,6%,6%,4,13%,4%,PMK inhibit pilot replicates=1.0;Spn MK inh pilot replicates=1.5
Cc1cccc2cc(CN(Cc3ccco3)C(=O)NC3CCCCC3)c(=O)[nH]c12,i,14,-2%,0%,-1%,4%,4,6%,-6%,
COc1cc(Cn2c(=O)oc3ccc(C)cc32)ccc1OC(C)C,i,14,nt,-3%,nt,nt,0,nt,nt,
CCN1C(=O)c2cccc3c(S(=O)(=O)Nc4ccccc4OC)ccc1c23,i,5,0%,14%,16%,28%,1,4%,-9%,
NC(=O)C1CCN(C(=O)C2c3ccccc3C(=O)N3CCc4ccccc4C23)CC1 (stereo not drawn),i,15,-11%,9%,-10%,-3%,1,5%,20%,
CC(C)C[C@H](NC(=O)OC(C)(C)C)c1nnc(SCC(=O)Nc2ccc(Br)cc2)o1,i,6,-4%,34%,-2%,-22%,5,15%,7%,
Cc1c(C(=O)OCCOc2ccccc2)[nH]c2c1C(=O)CCC2,i,12,2%,nt,-20%,-43%,1,6%,6%,
CCOc1ccc(N(CC(=O)NC(C)CC)S(=O)(=O)c2c(C)noc2C)cc1 (stereo not drawn),i,9,3%,-7%,5%,-5%,3,5%,7%,
CC(=O)C(Sc1nc(NC(C)(C)C)nc(N(C)C)n1)C(C)=O,i,0,-9%,6%,-13%,-23%,13,-1%,-2%,
COc1cccc(NC(=O)N2CCOCC2)c1,i,0,-3%,-7%,-2%,-15%,2,15%,7%,
CC(c1ccco1)N(C(=O)CSc1ccc(Br)cc1)c1ccccn1 (stereo not drawn),i,13,0%,-6%,16%,9%,1,9%,0%,
N#Cc1ccccc1OCC(=O)OCC(=O)c1ccc2c(c1)NC(=O)CO2,i,4,12%,-3%,4%,7%,10,19%,5%,
Cc1ccc(-c2c(C)n([O-])c3c([n+]2=O)CCC3)o1,i,12,-3%,4%,nt,nt,8,5%,nt,
O=C(O)c1ccc(NS(=O)(=O)c2cc(Cl)ccc2Cl)cc1O,i,6,-1%,nt,9%,3%,14,12%,-2%,
COc1ccc(C(c2nnnn2C2CCCC2)N2CCC(C(N)=O)CC2)c(OC)c1 (stereo not drawn),i,23,-10%,-4%,-6%,-11%,7,4%,20%,
COc1cccc(NC(=O)CN2CCN(c3ccc(F)cc3)CC2)c1,i,14,-6%,2%,3%,3%,2,1%,11%,
COc1ccc(CCNC(=O)C2CCCN(Cc3nc(-c4ccccc4C)oc3C)C2)cc1OC (stereo not drawn),i,21,0%,12%,20%,10%,0,1%,nt,
Cc1cc(C)n(CCc2nc3c4ccccc4n(CC(=O)Nc4ccc(Cl)cc4F)c(=O)n3n2)n1,i,2,-25%,12%,-16%,-17%,0,-9%,7%,

# (listing goes on)
SMILES,Spn DPM-DC inh,PMK inhibit,Bfl-1 displacement,HT1080 cytotoxicity,HPDE-C7K KRASV12,HPDE-C7 viability,Spn MK inh,TNAP inhibition,LYP phosphatase,others
COC(=O)CNC(=O)Cn1ccc2ccccc2c1=O,i,14,-16%,-10%,1%,-2%,4,2%,4%,
Cn1cccc1Cc1nnc(SCC(=O)Nc2nccs2)n1CCc1ccccc1,i,5,-2%,-6%,8%,0%,20,10%,11%,
Cn1c(=O)[nH]c(=O)c2[nH]c(CN3CCN(C(=O)c4ccco4)CC3)nc21,i,5,-1%,-4%,20%,11%,3,8%,6%,PMK inhibit pilot replicates=1.5;Spn MK inh pilot replicates=6.0;Spn DPM-DC inh pilot screen %=0.0
CCOc1cc2c(C)cc(=O)oc2cc1Cl,i,14,-5%,-3%,0%,6%,3,6%,7%,
CCSc1nc(C)nc2c1oc1ccccc12,i,11,3%,-3%,2%,-5%,6,12%,-16%,PMK inhibit pilot replicates=2.0;Spn MK inh pilot replicates=0.0;Spn DPM-DC inh pilot screen %=0.0
COC(=O)c1ccc(C2CC(=O)NC3=C2C(=O)CCC3)cc1 (stereo not drawn),i,14,3%,5%,8%,6%,6,10%,nt,
CCN(CC)S(=O)(=O)c1cccc(C(=O)Nc2ccccc2C(=O)N2CCOCC2)c1,i,8,-6%,0%,7%,-2%,3,7%,4%,
O=C(c1cccs1)N1CCN(Cc2nc3ccccc3c(=O)[nH]2)CC1,i,5,2%,6%,10%,-15%,7,12%,0%,
Cn1c(SCC(=O)Nc2cc(=O)n(C)c(=O)n2C)nnc1-c1cccs1,i,0,-1%,3%,-21%,-12%,0,6%,15%,
CC1(C)Cc2cccc(OCC(=O)Nc3nccs3)c2O1,i,0,-9%,2%,1%,-6%,1,12%,nt,
COc1ccc(-c2cc(C(=O)N3CCN(Cc4ccccc4)CC3)no2)cc1OC,i,15,5%,-1%,-6%,-11%,2,15%,14%,PMK inhibit pilot replicates=1.5;Spn MK inh pilot replicates=0.0;Spn DPM-DC inh pilot screen %=0.0
O=C(Nc1nncs1)c1ccccc1NS(=O)(=O)c1cccs1,nt,0,3%,15%,49%,40%,1,8%,3%,PMK inhibit pilot replicates=9.0;Spn MK inh pilot replicates=1.5
Cc1ccc(C)c(NC(=O)CNS(=O)(=O)c2ccccc2)c1,i,4,-8%,-6%,-7%,-4%,10,11%,nt,
Cc1ccccc1-c1c(C)oc2cc(O)ccc2c1=O,nt,18,-5%,-3%,-17%,-15%,0,7%,nt,
O=C(Cn1nc(-c2ccc(Cl)cc2)ccc1=O)NCCCN1CCN(Cc2ccccc2)CC1,i,9,-2%,-13%,29%,16%,2,15%,2%,PMK inhibit pilot replicates=0.0;Spn MK inh pilot replicates=0.5;Spn DPM-DC inh pilot screen %=0.0
CC(C)N1CC(O)=C(c2ccccc2)C1=N,i,11,-3%,-1%,nt,nt,4,6%,6%,
CCOC(=O)C1=C(c2ccccc2)NC(SC)=C(C#N)C1c1ccco1 (stereo not drawn),i,2,-1%,6%,3%,12%,0,10%,9%,
O=C(NCCCNCc1ccccc1)c1ccc(/C=N/O)nc1,i,8,-2%,7%,-5%,4%,3,14%,6%,
C=CCN1C(=O)N(/C=C/C)c2cccc3cccc1c23,i,14,-3%,-3%,-7%,2%,9,14%,nt,
C=CCNc1nc(-c2ccc(OC)cc2OC)cs1,i,16,4%,-19%,0%,-14%,0,9%,nt,
COc1ccc(CC(C(=O)Nc2cc(C)ccc2C)/C(N)=N/O)cc1 (stereo not drawn),i,0,-4%,-27%,nt,nt,0,8%,18%,
CCCN1CCN(CCCNC(=O)C2CCN(c3nnc(-n4cccc4)s3)CC2)CC1,i,14,-6%,-3%,6%,-13%,5,5%,2%,
Cc1ccc(C(=O)Nc2ccccc2C(=O)NC(CC(=O)O)C(=O)O)cc1 (stereo not drawn),i,18,-1%,8%,11%,4%,0,7%,4%,
O=C(Nc1cccc2c1CCCC2)c1ccco1,i,21,-6%,5%,-11%,-10%,11,4%,nt,
O=C(CN(c1ccccc1)S(=O)(=O)c1ccc(F)cc1)N1CCCCCC1,i,7,-4%,7%,-4%,-4%,3,0%,10%,

# Among those listed so far, these contain two or more sulfur atoms:
SMILES,Spn DPM-DC inh,PMK inhibit,Bfl-1 displacement,HT1080 cytotoxicity,HPDE-C7K KRASV12,HPDE-C7 viability,Spn MK inh,TNAP inhibition,LYP phosphatase,others
Cn1cccc1Cc1nnc(SCC(=O)Nc2nccs2)n1CCc1ccccc1,i,5,-2%,-6%,8%,0%,20,10%,11%,
Cn1c(SCC(=O)Nc2cc(=O)n(C)c(=O)n2C)nnc1-c1cccs1,i,0,-1%,3%,-21%,-12%,0,6%,15%,
O=C(Nc1nncs1)c1ccccc1NS(=O)(=O)c1cccs1,nt,0,3%,15%,49%,40%,1,8%,3%,PMK inhibit pilot replicates=9.0;Spn MK inh pilot replicates=1.5

# Later entries:
SMILES,Spn DPM-DC inh,PMK inhibit,Bfl-1 displacement,HT1080 cytotoxicity,HPDE-C7K KRASV12,HPDE-C7 viability,Spn MK inh,TNAP inhibition,LYP phosphatase,others
O=C1C2C3C=CC(C3)C2C(=O)N1Cc1ccccc1 (stereo not drawn),i,10,-7%,0%,-2%,-12%,12,18%,nt,PMK inhibit pilot replicates=3.0;Spn MK inh pilot replicates=0.0;Spn DPM-DC inh pilot screen %=0.5
FC(F)(F)C(Oc1nc(NC2CCCCC2)nc(N2CCOCC2)n1)C(F)(F)F,i,11,-8%,-5%,-8%,-14%,4,13%,nt,
Cc1cc(NC(=O)c2cc(CC(C)C)on2)n(-c2ccccc2)n1,i,6,-2%,3%,6%,9%,3,7%,-3%,
CCOC(=O)c1c(C)[nH]c(C(=O)CN2CCOCC2)c1C,i,0,-3%,3%,-9%,-21%,8,7%,12%,
O=C(NCc1ccco1)c1cccs1,i,4,5%,-2%,-4%,1%,0,5%,2%,
CCOC(=O)c1cc2occc2n1CC(=O)NC1CCC(C)CC1 (stereo not drawn),i,17,-10%,3%,-27%,-22%,3,8%,nt,
CCc1ccccc1Nc1nc(N)nc(CSCC(=O)c2cc(C)n(C)c2C)n1,i,10,-3%,-5%,-22%,-14%,9,-2%,9%,
CCOC(=O)c1c(NC(N)=O)sc(C)c1C,i,5,2%,0%,7%,1%,2,12%,3%,
CCn1c(SCC(=O)NCCc2ccccc2)nnc1-c1ccco1,i,19,-14%,0%,-31%,-8%,9,4%,-14%,
O=C(NC1CCCCC1)Nn1c(-c2ccccc2)nc2ccccc2c1=O,i,11,0%,17%,7%,7%,2,11%,1%,
CC(C)(C)C1CCC2(CC1)NC(CO)(CO)CO2 (stereo not drawn),i,18,-8%,4%,-5%,-10%,0,5%,10%,
CCN1C(=O)c2ccccc2S(=O)c2ccc(C(=O)NCc3ccccn3)cc21 (stereo not drawn),i,0,4%,10%,-3%,3%,5,-3%,11%,
Cn1c(C(F)(F)F)nc2c(=O)oc3ccccc3c21,i,8,-3%,5%,-2%,2%,10,4%,nt,
Cc1nc2sc(C(c3ccco3)N3CCN(c4ccccc4F)CC3)c(O)n2n1 (stereo not drawn),i,22,-2%,14%,-1%,-4%,6,2%,20%,PMK inhibit pilot replicates=0.5;Spn MK inh pilot replicates=0.0;Spn DPM-DC inh pilot screen %=0.0

# High-throughput results: PubChem BioAssay, several laboratories
